DRD3 agonist: qHTS of D3 Dopamine Receptor Agonist: qHTS | max activation, % | 0.58% of 410,000 active | D(3) dopamine receptor (Homo sapiens), P35462 | D3R DiscoveRx beta-arrestin cells, luminescence, 90 min; in the data active means max activation above about 30%; further: 0% is about no effect; mostly tested at two doses, the higher about 12 µM
Target sequence (P35462 whole entry, looked up): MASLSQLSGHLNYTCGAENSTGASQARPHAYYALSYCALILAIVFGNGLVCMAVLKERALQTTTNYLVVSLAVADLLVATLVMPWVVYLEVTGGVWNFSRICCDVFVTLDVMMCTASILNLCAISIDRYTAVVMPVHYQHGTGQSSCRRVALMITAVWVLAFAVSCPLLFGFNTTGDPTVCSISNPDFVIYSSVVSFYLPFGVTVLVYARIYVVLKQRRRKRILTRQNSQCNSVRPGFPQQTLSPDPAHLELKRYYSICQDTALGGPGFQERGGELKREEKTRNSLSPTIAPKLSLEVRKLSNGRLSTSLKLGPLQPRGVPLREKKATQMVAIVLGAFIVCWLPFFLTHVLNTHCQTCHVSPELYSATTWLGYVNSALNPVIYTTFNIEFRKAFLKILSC
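Agonist mode: compounds and dopamine controls were applied to plated cells for 90 min at 37 degrees C after an overnight attachment at 1500 cells/well. Luminescent read-out followed 30 - 60 minutes at room temperature with DiscoveRx detection reagent.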
IL-1B inflam inh: qHTS for Inhibitors of Inflammasome Signaling: IL-1-beta AlphaLISA Primary Screen | activity change, % at 57.5 µM | 4.7% of 360,000 active | THP-1 LPS/ATP IL-1B secretion, AlphaLISA, 16 h; active compounds read low; in the data active means activity change below about -50%; inconclusive means mostly about -30% to -49%; further: on the % scale 0 is the no-effect control and ±100 the full control effect
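Secreted IL-1B measured by AlphaLISA bead assay after 16 h compound exposure of THP-1 cells; compounds (final up to 57.5 uM) added 1 h before LPS (250 ng/mL) and ATP (1.25 mM) stimulation; lower signal means less secretion.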
KB-3-1 tox: qHTS assay for MDR1-selective chemotherapeutics: Primary screen using the parental adenocarcinoma cell KB-3-1; Potency, µM (top dose mostly 46.1 µM), for the others: at the highest dose activity change, negative = cytotoxic, most hits filed as cytotoxic; AID 1347075, 2019; 1.4% of 400,000 active; KB-3-1 viability, CellTiter-Glo ATP luminescence, 72 h; further: potency means the concentration at half of the fitted maximal effect; on the % scale 0 is the no-effect control and ±100 the full control effect; nearly all actives have a fitted effect of over 60% in size
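Parental KB-3-1 adenocarcinoma cells in phenol-red-free DMEM with 10% FBS were pin-treated with compounds at several concentrations, incubated 72 h at 37 °C, and viability read by CellTiter-Glo luminescence; concentration-effect curves were fitted after normalization.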
SW480 rereplic: A quantitative high throughput screen for small molecules that induce DNA re-replication in SW480 colon adenocarcinoma cells; 1.8% of 340,000 active; SW480 DNA re-replication, Hoechst DNA content imaging, 48 h; AID 624297, 2012; Potency, µM (titrated, usually from 46.1 µM), for inactives: at the top dose re-replication activation, most hits filed as activators; further: potency means the concentration at half of the fitted maximal effect; % of control where 0% means no effect; nearly all actives have a fitted effect of over 55% in size
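Compounds, transferred as 23 nL by pin tool, were incubated with cells for 48 hr; DNA content per nucleus was then quantified by Hoechst staining and fluorescence plate imaging.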
HT1080NT lethal: qHTS for induction of synthetic lethality in tumor cells producing 2HG: qHTS for the HT-1080-NT fibrosarcoma cell line; HT-1080-NT fibrosarcoma viability, CellTiter-Glo ATP luminescence, 48 h; Potency, µM (series often up to 46.1 µM), for inactives: top-dose activity, negative = less viability, usual class: cytotoxic; 1.6% of 360,000 active;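 further: NT is the 2HG producing partner of a matched IDH1 knockdown line; potency means the concentration at half of the fitted maximal effect; 0% = DMSO-treated cells and -100% = media-only wells without cells; nearly all actives have a fitted effect of over 55% in size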
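Toxicity toward the 2HG-producing NT line was scored as %Activity, normalised to DMSO and no-cell wells, from CellTiter-Glo luminescence after 48 hours' treatment.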
HEK293 tox: qHTS of GLP-1 Receptor Inverse Agonists: Cytotox Screen. HEK293 cAMP-luciferase reporter cells, luminescence, 24 h. 0.13% of 410,000 active. Potency, µM (highest dose often 38.3 µM), without a hit: at the highest dose activity change, negative = inhibition, usual class: inhibitors;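 further: loss of luciferase light is scored as toxicity; potency means the concentration at half of the fitted maximal effect; on the % scale 0 is the no-effect control and ±100 the full control effect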
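Here, cytotoxicity is scored as loss of luminescence. The MLSMR collection was tested on cells seeded in medium containing 10% Nu serum, with a 24 hr compound exposure preceded by 12 hours of culture.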
HT1080 IDH1KD tx: qHTS for induction of synthetic lethality in tumor cells producing 2HG: qHTS for the HT-1080-IDH1KD cell line; HT-1080 IDH1 knockdown viability, ATP luminescence, 48 h; Potency, µM (highest dose often 46.1 µM), inactives show top-dose activity, negative = toxicity, actives largely listed as cytotoxic; 2% of 360,000 active; AID 686971, 2013;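 further: potency means the concentration at half of the fitted maximal effect; 0% = DMSO wells and -100% = cell-free medium wells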
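% activity derives from luminescence (CellTiter-Glo), normalised to DMSO and no-cell wells. HT-1080-IDH1KD cells, 750/well, had 48 h compound exposure at 37 °C.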
MCF10A rerep: A quantitative high throughput screen for small molecules that induce DNA re-replication in MCF 10a normal breast cells; MCF 10A DNA re-replication, Hoechst nuclear intensity, 48 h; Potency, µM (doses to about 46.1 µM), for inactives: at the top dose activity, positive = re-replication, hits mostly activators; 2.9% of 350,000 active; further: potency means the concentration at half of the fitted maximal effect; % of control where 0% means no effect; nearly all actives have a fitted effect of over 50% in size
KB-V1 cytotox: qHTS assay for MDR1-selective chemotherapeutics: Primary screen using the drug-selected MDR subline cells KB-V1. KB-V1 MDR cells viability, CellTiter-Glo, 72 h. Potency, µM (top dose mostly 46.1 µM), for inactives: at the highest dose activity change, negative = cytotoxicity, usual class: cytotoxic. 3.4% of 400,000 active. AID 1347076, 2019; further: potency means the concentration at half of the fitted maximal effect; on the % scale 0 is the no-effect control and ±100 the full control effect; nearly all actives have a fitted effect of over 60% in size
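Compound-treated KB-V1 multidrug-resistant cells, 72 h, 37 degrees C; viability by CellTiter-Glo. Fitted qHTS curves give the values.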
* marks the source's active call; other numbers are inactive results; ? = inconclusive; · = no result given; [ ] = remark or other dose. Unless noted, the call rests on the fitted dose curve; in most records, active means well fitted curve in the direction sought with a large enough effect; inconclusive means small, poorly fitted or top-dose-only effect, or another doubt; inactive means no such curve, though single readings can be large; an effect the other way counts as inactive or inconclusive.

SMILES | DRD3 agonist | IL-1B inflam inh | KB-3-1 tox | SW480 rereplic | HT1080NT lethal | HEK293 tox | HT1080 IDH1KD tx | MCF10A rerep | KB-V1 cytotox
COCCCNC(=O)COc1ccc(S(=O)(=O)NCc2ccccc2)cc1Cl | 2.6 | -1.8 | 11.2% | -4.6% | 5.3% | 7.6% | 1.5% | 1.5% | 20.6µM*
CSc1cccc(NC(=S)N(CCC(C)C)C(C)c2ccncc2)c1 (stereo not given) | -17.5 | -6.7 | 13.4% | -13.1% | 0.0% | -7.0% | -2.6% | -1.2% | ?
CC(=O)OC[C@@H]1CN(Cc2ccccc2)C[C@H](n2cnc3c(N4CCOCC4)ncnc32)O1 | -8.8 | 11.3 | 0.0% | · | 0.7% | 4.1% | -4.6% | · | 6.1%
COc1cccc(NC(=O)N(Cc2c[nH]c3ccccc23)C2CCCCC2)c1 | -0.3 | · | -1.2% | · | · | -6.6% | · | · | -2.4%
COc1cc(OC)cc(C(=O)Nc2ccc(S(=O)(=O)Nc3ccccn3)cc2)c1 | -14.4 | 11.5 | 0.0% | -8.0% | 6.4% | -1.3% | 1.6% | -0.6% | 0.0%
CC1C(=O)N(Cc2ccc([N+](=O)[O-])cc2)c2ccccc2N1C(=O)C1CC1 (stereo not given) | -7.8 | 0.0 | -13.7% | 0.6% | 0.7% | -3.9% | -0.1% | -10.2% | 0.2%
CCOc1ccc2cc(S(=O)(=O)n3ccnc3C)ccc2c1 | -1.0 | 11.1 | 1.1% | -1.8% | 16.3% | 4.4% | 18.3% | -4.8% | 1.4%
O=C(NCCc1c[nH]c2ccccc12)c1cc(Cl)c2c(c1)OCO2 | -1.7 | 0.0 | 12.7% | 8.8% | -20.5% | -11.0% | -14.5% | 17.8% | ?
CCOC(=O)c1c(S(=O)(=O)N2CCC(C(=O)N3CCN(c4ccc(F)cc4)CC3)CC2)c(C)n(C)c1C | 6.2 | · | 1.6% | · | · | -1.1% | · | · | 0.5%
Cc1ccc(S(=O)(=O)N2CCOCC2)cc1NC(=O)COC(=O)c1ccc(Cl)nc1 | -7.3 | 9.9 | 4.7% | -5.9% | 7.3% | -5.8% | 13.5% | 0.2% | 0.0%
O=C(O)c1ccccc1C(=O)c1ccc2c(c1)N(Cc1cccc(F)c1)C(=O)CO2 | 4.4 | 73.8 | 6.3% | -1.8% | -1.2% | -17.9% | -7.9% | -3.3% | 0.2%
CCC(C)(C)NC(=O)c1ccc(Br)o1 | 14.5 | 21.9 | 5.2% | -3.6% | -0.5% | -6.5% | 11.5% | 6.6% | 14.4%
Cc1nn(Cc2ccc(F)cc2)c2sc(C(=O)Nc3ccc(N4CCOCC4)cc3N3CCOCC3)cc12 | 2.4 | -25.5 | -21.6% | -1.6% | -2.4% | -18.4% | ? | -2.2% | ?
COc1cccc(OC2(C)CCN(Cc3ccc(-c4ccccn4)cc3)C2)c1 (stereo not given) | 1.8 | -11.7 | 0.0% | · | -26.4% | 3.1% | -24.3% | · | 2.2%
S=c1[nH]nc(-c2cnccn2)n1-c1ccccc1 | 1.2 | 16.6 | 0.6% | 0.1% | 26.4% | -1.4% | 7.9% | ? | 0.0%
COc1ccc2oc(C(=O)N3CCN(C(c4ccccc4)c4ccccc4)CC3)c(C)c2c1 | 4.8 | -25.3 | -26.7% | -64.9%[inhibitor] | -20.2% | 0.9% | -22.9% | ? | -13.3%
CC(=O)N1c2ccc(S(=O)(=O)NCc3ccco3)cc2CC1C (stereo not given) | 15.3 | 0.2 | 0.6% | 0.7% | -2.5% | -14.0% | 2.0% | 0.7% | 27.7%
CC(=O)Nc1ccc(NC(=O)CC2Sc3ccccc3NC2=O)cc1 (stereo not given) | -4.5 | · | 5.3% | · | · | 4.0% | · | · | ?
CN(Cc1ccccc1F)C(=O)C1CCCN(C(=O)c2ccc(Cl)cc2)C1 (stereo not given) | 8.0 | -2.5 | 7.5% | -16.2% | 5.6% | 0.1% | 7.0% | ? | 2.3%
COc1ccccc1-n1cnc(N)c1C(C)=O | -2.3 | 18.1 | 2.7% | 11.2% | 0.7% | -0.3% | 1.7% | -9.6% | 1.2%

Pulled one by one from above:
SMILES | DRD3 agonist | IL-1B inflam inh | KB-3-1 tox | SW480 rereplic | HT1080NT lethal | HEK293 tox | HT1080 IDH1KD tx | MCF10A rerep | KB-V1 cytotox
COCCCNC(=O)COc1ccc(S(=O)(=O)NCc2ccccc2)cc1Cl | 2.6 | -1.8 | 11.2% | -4.6% | 5.3% | 7.6% | 1.5% | 1.5% | 20.6µM*
CC(=O)OC[C@@H]1CN(Cc2ccccc2)C[C@H](n2cnc3c(N4CCOCC4)ncnc32)O1 | -8.8 | 11.3 | 0.0% | · | 0.7% | 4.1% | -4.6% | · | 6.1%
Cc1ccc(S(=O)(=O)N2CCOCC2)cc1NC(=O)COC(=O)c1ccc(Cl)nc1 | -7.3 | 9.9 | 4.7% | -5.9% | 7.3% | -5.8% | 13.5% | 0.2% | 0.0%

Continued.
SMILES | DRD3 agonist | IL-1B inflam inh | KB-3-1 tox | SW480 rereplic | HT1080NT lethal | HEK293 tox | HT1080 IDH1KD tx | MCF10A rerep | KB-V1 cytotox
CCOC(=O)c1sc2nc(C)nc(NCc3cccnc3)c2c1C | -3.4 | 21.0 | 11.5% | -0.9% | 1.4% | 26.0% | 4.7% | 4.3% | ?
COc1ccc(-c2[nH]ncc2CN2CCCO2)cc1F | -1.9 | 16.4 | 15.4% | ? | 20.4% | -16.5% | 17.9% | -13.2% | 28.8%
N#Cc1ccccc1NC(=O)c1ccc(-c2ccccc2Cl)o1 | -1.0 | -19.8 | 7.2% | -0.9% | -11.6% | -4.3% | -16.4% | 14.6% | -14.0%
COC(=O)CCC(=O)N1CCOCCOCCN(C(=O)CCC(=O)OC)CCOCCOCC1 | 3.0 | 3.8 | -1.0% | -2.7% | 10.4% | -7.0% | 10.0% | -0.1% | -14.8%
CCOC(=O)C1=C(CC)OC(N)=C(C#N)C1c1ccc(OC)c(OC)c1OC (stereo not given) | -16.1 | -25.6 | -3.5% | -2.1% | -0.6% | 2.4% | -9.0% | -2.6% | -11.2%
CCOc1ccc(C(=O)NN2CCOCC2)cc1 | -7.8 | 2.2 | -5.4% | 8.7% | 17.9% | 3.0% | 14.3% | -15.3% | -28.6%
O=C(O)c1cc(N/N=C/c2cccc3ccccc23)ccc1Cl | -0.2 | 18.1 | -19.4% | -1.4% | -6.4% | 4.5% | 0.5% | 23.1µM* | 0.1%
CC(C)CC(=O)NC(NC(=S)Nc1ccccc1)C(Cl)(Cl)Cl (stereo not given) | -4.8 | -77.1* | -26.7% | 10.4% | -7.3% | -11.5% | ? | 1.1% | ?
CCOC(=O)c1nnn2c1nc(N1CCOCC1)c1ccccc12 | -4.3 | -1.7 | 23.7% | -1.6% | -8.6% | 1.0% | -8.7% | -0.2% | ?
COC(=O)[C@@]1(Cc2ccc(OC)cc2)[C@H]2c3cc(C(=O)N4CCCC4)n(Cc4c(CO)[nH]cc(C)c4=O)c3C[C@H]2CN1C(=O)c1ccccc1 | 3.2 | 5.8 | 2.5% | 2.9% | -1.8% | 5.1% | 5.1% | 17.0% | ?
CCCCN(C(=O)CSCC(=O)Nc1ccc(OC)cc1)c1c(N)n(CC(C)C)c(=O)[nH]c1=O | 8.2 | 17.9 | 13.7% | ? | 5.9% | 13.1% | 1.6% | 8.5% | 23.4%
CN(Cc1ccccc1)C(=O)C1CCCN1S(=O)(=O)c1ccc2c(c1)n(C)c(=O)c(=O)n2C (stereo not given) | -4.4 | 10.0 | -5.1% | 4.1% | -10.7% | 1.1% | 15.0% | -8.6% | 26.0%
CCCCc1nnc(SCCSc2nnc(CCCC)n2N)n1N | -4.6 | -1.8 | 3.7% | -0.2% | 6.7% | 0.7% | 2.9% | 5.4% | 0.0%
COc1cc(-c2noc(C)c2C(=O)NCCCN2CCCC2=O)cc(OC)c1OC | -7.3 | 8.4 | 0.0% | -31.8%[9.22 µM] | -2.1% | 7.8% | -5.2% | ? | -9.7%
Cc1n[nH]c(C)c1Sc1ccccc1[N+](=O)[O-] | 1.6 | -18.7 | -5.3% | 0.5% | -21.4% | 8.7% | -16.3% | 3.8% | 3.6%
COc1ccc(CNC(=O)CN2C(=O)c3ccc([N+](=O)[O-])cc3C2=O)cc1 | 31.5* | 18.4 | 16.1% | -15.9% | -2.1% | -9.4% | 1.6% | 0.4% | 2.8%
CC(=O)c1c(C)[nH]c(C(=O)COC(=O)CN(C)S(=O)(=O)c2ccc(Cl)cc2)c1C | 2.2 | 2.9 | -1.5% | -7.4% | 0.6% | 11.5% | 4.5% | -1.1% | 9.7%
O=C(NC(Cc1ccccc1)C(=O)N1CCN(c2ccccn2)CC1)c1ccco1 (stereo not given) | 1.4 | -1.9 | -1.2% | -18.0% | 8.2% | -13.3% | 10.2% | 2.3% | 1.1%
CC(C)Cn1c(N)c(C(=O)COC(=O)c2nccnc2N)c(=O)n(C)c1=O | 5.4 | 9.6 | 0.1% | ? | -3.2% | 1.2% | -0.2% | -5.1% | 0.4%
COCCC(=O)N1CCC(Oc2ccc(C(=O)N3CCCC(OC)C3)cc2)CC1 (stereo not given) | 3.1 | -4.7 | -0.1% | 4.9% | 1.5% | -4.3% | 14.9% | 3.3% | 0.0%
CCN(Cc1ccccc1)Cc1c(O)ccc2c(=O)c(-c3ccc(Cl)cc3Cl)coc12 | -12.9 | · | 1.3% | · | · | 15.6% | · | · | ?
COc1ccccc1-c1csc(C(NC(C)=O)c2ccccc2)n1 (stereo not given) | -2.7 | 1.6 | 0.0% | · | 16.5% | 5.0% | 15.3% | · | 22.6%

Compound activity deposited in PubChem BioAssay by National Center for Advancing Translational Sciences (NCATS).
